STAT1 inh = STAT1 signaling inhibitors, primary screen, cell-based, HTS, luciferase reporter; NIH 3T3 STAT1-luciferase reporter, IFN-gamma, luminescence; inhibition, % at 5.5 µM; actives 0.35% (n = 200,000); AID 920, 2007;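 active means inhibition above a set limit, the mean inhibition across all tested compounds plus 3 SD, cut at about 34% in these data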;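 further: 0% = IFN-gamma with DMSO and 100% = IFN-gamma with 300 µM nifuroxazide; values of inactives mirror those of a sister screen read the other way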
Diaphorase inh = diaphorase inhibitors and chemical oxidizers, primary screen, counter-screen for diaphorase-coupled primary assays, biochemical, uHTS, resorufin fluorescence; diaphorase resazurin-to-resorufin fluorescence, NADH, 16 min; bacterial (C. kluyveri) enzyme, not human; inhibition, % at 20 µM; actives 0.69% (n = 190,000); AID 1217, 2008;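 active means primary screen inhibition at 20 µM above a set limit, cut at about 50% in these data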;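 further: plate controls were DMSO with full reaction for no effect and wells lacking NADH for full effect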
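Benchmarks: positive control wells lacking NADH, neutral wells with DMSO only. System: bacterial diaphorase enzyme (C. kluyveri). Input: 0.14 U/mL diaphorase, enzyme working solution. Detection: resorufin fluorescence, excitation 544 nm, emission 590 nm. Times: 16-min room-temperature incubation before reading.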
STAT3 inh = IL-6 driven STAT3 reporter inhibitors, primary screen, U3A cells, luciferase, luminescence, MLSCN library; AID 862, 2007; actives 0.89% (n = 190,000); IL-6 STAT3-luciferase reporter; host cell line lacks STAT1; inhibition, % at 5.5 µM;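 active means inhibition above the mean inhibition across all screened compounds plus 3 SD, cut at about 44% in these data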;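 further: 0% = DMSO only wells and 100% = 100 µM nifuroxazide control wells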
TLR4 MyD88 comp = inhibitors of TLR4-MyD88 association in cells, primary screen, cell-based, HeLa CL3-4, BLA complementation, FRET ratio. actives 0.18% (n = 200,000). HeLa CL3-4 TLR4/MyD88 BLA complementation. inhibition, % at 8.4 µM. Toll-like receptor 4 (Homo sapiens) + Myeloid differentiation primary response protein …; in the data active means inhibition above about 25%;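 further: 0% = vehicle and 100% = reference inhibitor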
Target sequence (O00206 whole entry, looked up): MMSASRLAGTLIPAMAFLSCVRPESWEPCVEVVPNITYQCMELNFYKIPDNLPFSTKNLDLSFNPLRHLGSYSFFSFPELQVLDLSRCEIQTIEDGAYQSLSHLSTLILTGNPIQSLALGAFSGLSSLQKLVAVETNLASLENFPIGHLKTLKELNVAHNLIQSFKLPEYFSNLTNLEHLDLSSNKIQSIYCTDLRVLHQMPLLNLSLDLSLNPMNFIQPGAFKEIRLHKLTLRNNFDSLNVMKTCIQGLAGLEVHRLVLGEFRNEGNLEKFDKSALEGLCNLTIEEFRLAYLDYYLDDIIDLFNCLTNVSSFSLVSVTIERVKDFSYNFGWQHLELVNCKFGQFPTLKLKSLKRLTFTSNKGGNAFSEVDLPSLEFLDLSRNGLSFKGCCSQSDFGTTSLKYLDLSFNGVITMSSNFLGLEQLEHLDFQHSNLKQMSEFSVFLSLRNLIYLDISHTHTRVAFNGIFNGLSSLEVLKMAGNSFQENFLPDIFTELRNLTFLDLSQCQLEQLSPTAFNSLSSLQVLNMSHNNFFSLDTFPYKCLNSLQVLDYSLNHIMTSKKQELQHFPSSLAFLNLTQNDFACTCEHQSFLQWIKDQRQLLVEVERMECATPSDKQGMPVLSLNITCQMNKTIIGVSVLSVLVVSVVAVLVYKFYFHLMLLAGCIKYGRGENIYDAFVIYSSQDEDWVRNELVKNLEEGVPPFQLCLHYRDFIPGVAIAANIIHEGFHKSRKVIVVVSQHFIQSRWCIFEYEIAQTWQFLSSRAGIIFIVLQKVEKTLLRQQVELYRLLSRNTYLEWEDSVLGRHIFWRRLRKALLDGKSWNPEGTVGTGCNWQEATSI
Target sequence (Q99836 whole entry, looked up): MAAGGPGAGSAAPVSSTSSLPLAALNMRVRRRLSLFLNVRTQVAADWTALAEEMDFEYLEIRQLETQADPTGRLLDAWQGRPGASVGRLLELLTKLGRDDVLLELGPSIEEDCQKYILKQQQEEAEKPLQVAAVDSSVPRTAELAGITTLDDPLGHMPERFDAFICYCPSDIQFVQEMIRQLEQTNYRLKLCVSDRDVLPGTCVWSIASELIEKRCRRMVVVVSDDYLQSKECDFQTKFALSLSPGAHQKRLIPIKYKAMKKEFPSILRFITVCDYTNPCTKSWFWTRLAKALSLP
STAT3 act = IL-6 driven STAT3 reporter potentiators, primary screen, U3A cells, luciferase, luminescence, MLSCN library | activation (% of control), % at 5.6 µM | actives 0.91% (n = 190,000) | AID 871, 2007 | IL-6 STAT3-luciferase reporter; 100% = signal with IL-6 EC80 alone;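 active means activation above the screen-wide mean of compound activation plus 3 SD, cut at about 130% in these data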;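 further: 0% = background luminescence of wells with medium and substrate only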
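Detection: reporter luminescence signal / Assay system: STAT1-lacking human U3A cells, STAT3 luciferase reporter / Incubation: compound pre-incubation 1 h before IL-6, then 6 h stimulation at 37 °C / Control set: IL-6-only high control / Read-out: % activation relative to IL-6 control / Probe or stimulus: Interleukin-6, 33 ng/mL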
Diaph act CS = compounds boosting diaphorase resazurin reduction – biochemical, uHTS, resorufin fluorescence, counter-screen for diaphorase-coupled primary assays, primary screen; AID 1229, 2008; actives 0.005% (n = 190,000); Diaphorase/resazurin coupled assay, 16 min; active compounds read high; 1 = vehicle wells, 0 = NADH-free wells; activation factor at 20 µM;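 active means diaphorase activity raised at least twofold by the compound at 20 µM; inactive means activation factor below 2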
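Assay system: bacterial diaphorase enzyme (C. kluyveri) / Input: enzyme 0.07 U/mL final / Medium: 50 mM HEPES pH 7.4 with 4.542 mM MgCl2, 0.005% Tween 20 / Doses: single compound dose of 20 µM, 1% DMSO final / Incubation: 16 min enzyme reaction, ambient temperature / Signal: fluorescence, excitation 544 nm and emission 590 nm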
APP 5UTR inh = inhibitors of APP translation via 5'UTR reporter, primary screen, APP 5'UTR luciferase, SH-SY5Y cells. SH-SY5Y APP 5'UTR-luciferase reporter, luminescence. inhibition, % at 2 µM. actives 0.82% (n = 190,000). AID 1285, 2008;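 active means inhibition above a set limit, derived from the sample mean plus 3 SD, cut at about 45% in these data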; further: values of inactives mirror those of a sister screen read the other way
STAT1 act = STAT1 signaling activators, primary screen, cell-based, HTS, luciferase reporter | NIH 3T3 STAT1-luciferase reporter, IFN-gamma, luminescence; 100% = IFN-gamma alone, no compound | activation (% of control), % at 5.5 µM | actives 2.6% (n = 200,000) | AID 932, 2007;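 active means activation above the screen-wide mean activation plus 3 SD, cut at about 130% in these data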;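 further: raw ratio to IFN-gamma control signal so 100% means no change and 0% no light; values of inactives mirror those of a sister screen read the other way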
Hsp70 activator = Hsp70 transcriptional activators, primary screen, cell-based, HeLa, Hsp70 promoter luciferase, luminescence, 10 µM | activation, % at 10 µM | actives 0.04% (n = 200,000) | HeLa Hsp70 promoter luciferase reporter; scaled: vehicle 0, proteasome-inhibitor control 100% | AID 1203, 2008;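 active means activation above the mean across all tested compounds plus 3 SD, cutoff set per campaign, cut at about 5.5% in these data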;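 further: 100% = MG132 at 30 µM as the positive control and 0% = DMSO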
G6PDH CS = L. mesenteroides G6PDH inhibitors, counter-screen for G6PDH-coupled screening assays, biochemical, Leuconostoc mesenteroides enzyme; glucose-6-phosphate dehydrogenase [Leuconostoc mesenteroides]; Purified L. mesenteroides G6PDH, diaphorase/resazurin coupled fluorescence, 45 min; inhibition, % at 5 µM; actives 0.12% (n = 200,000); AID 1020, 2008; in the data active means inhibition above about 50%
* = called active by the depositor; . = no result given.

SMILES	STAT1 inh	Diaphorase inh	STAT3 inh	TLR4 MyD88 comp	STAT3 act	Diaph act CS	APP 5UTR inh	STAT1 act	Hsp70 activator	G6PDH CS
Cc1[nH]c(=S)[nH]c(=O)c1Cc1ccccc1	-6	14	6	-3	99	0.9	-4	105	-0.4	-1
COc1ccc(OC)c(NC(=O)CSc2nnc(-c3ccco3)n2-c2ccc(C(=O)O)cc2)c1	12	14	8	-7	96	0.9	6	89	0.1	9
COc1ccc(CCNC(=O)CSc2nc3ccccc3o2)cc1OC	2	10	11	-2	97	0.9	.	98	-0.3	-7
NS(=O)(=O)c1ccc(NC(=S)NC(=O)c2ccc(-c3ccccc3)cc2)cc1	9	4	-11	-8	111	1	8	92	-0.4	-15
Cc1cccc(-c2nnc3n2N=C(c2ccccc2)CS3)c1	3	18	18	4	87	0.8	-6	97	-0.2	1
COc1ccc(C(CC(=O)O)NC(=O)c2sc3ccccc3c2Cl)cc1 (centres undefined)	0	9	-12	9	106	0.9	11	100	-0.2	14
CCS(=O)(=O)N1CCCC(C(=O)NCCc2ccc(OC)c(OC)c2)C1 (centres undefined)	4	-5	-4	0	105	1	3	96	0.2	-7
CC(C)=C1C2CCC1C1C(=O)N(c3ccc(C)c(C)c3)C(=O)C21 (centres undefined)	-1	24	-5	0	102	0.8	-6	100	-0.5	-5
O=C(CCc1nc2ccccc2c(=O)[nH]1)Nc1ccc(Cl)c(Cl)c1	8	9	-7	-9	104	0.9	5	93	-0.7	-6
Cc1ccc(Cl)cc1N1CCN(S(=O)(=O)c2ccc3[nH]c(=O)c(=O)[nH]c3c2)CC1	-1	15	13	-12	97	0.8	-9	99	-0.2	-4
O=C1Nc2ccccc2/C1=N\N=C\C1=C(N2CCOCC2)C(=C\c2ccccc2)/CC1	-3	15	9	-7	93	0.8	-1	103	-0.4	-2
COc1ccc(C2CC(C(F)(F)F)n3ncc(C(=O)Nc4c(C)n(C)n(-c5ccccc5)c4=O)c3N2)cc1 (centres undefined)	-18	-1	-8	-8	108	1	0	107	0.0	4
N/C(Cc1ccc([N+](=O)[O-])cc1)=N\OC(=O)c1ccccc1Br	-16	12	10	9	90	0.9	-11	114	-0.4	-7
Cc1ccc(C(=O)CSc2ccc(-c3ccccc3)nn2)cc1	-6	20	10	4	88	0.8	13	106	-0.4	-21
COCc1nnc(NC(=O)c2sc3ccccc3c2Cl)s1	-1	16	9	7	95	0.8	-11	101	0.9	4
Cc1ccc(-n2c(O)c(C=NCc3ccccn3)c3ccccc3c2=O)cc1	13	8	16	-6	89	0.9	-8	88	-0.4	4
CCCCNC(=O)c1ccc2c(OCC)n(CCCC)nc2c1	1	9	9	12	96	0.9	-6	99	0.0	2
CCOC(=O)c1sc(NC(=S)n2cc(C)cn2)c(C(=O)OCC)c1C	-12	.	10	-5	91	.	-8	111	-0.3	.
CCS(=O)(=O)NCC(c1cccnc1)N1CCN(c2ccccc2OC)CC1 (centres undefined)	9	11	5	7	96	0.9	0	93	-0.3	3
C=CC[n+]1c(-c2ccc(OC)cc2)csc1NNC(=O)Nc1ccccc1	14	4	23	9	81	1	-7	83	-0.6	4
COc1cc(OC)c(NC(=O)CCNS(=O)(=O)c2ccc3c(c2)oc(=O)n3C)cc1Cl	2	12	0	1	104	0.9	10	98	0.0	0
CCCOC(=O)c1cc(NC(=O)/C=C/c2ccccc2)ccc1O	4	19	15	-11	92	0.8	-2	95	0.0	-1
CN(C)Cc1cc(C(C)(C)C)c(O)c(C(C)(C)C)c1	9	36	12	-5	95	0.6	-17	91	-0.4	3
CCOc1ccc(C2=Nc3ccc(Br)cc3C(c3ccc(N4CCOCC4)cc3)=NN2)cc1	-13	18	-7	-5	105	0.8	-30	112	-0.2	-38
CN(C)S(=O)(=O)c1cccc(NC(=O)c2cc(=O)[nH]c3ccccc23)c1	-8	9	-2	5	106	0.9	2	106	0.3	6
COCCNc1nc(-c2cc(C)c(C)cc2C)cs1	-7	30	4	3	102	0.7	-20	107	0.2	-3
COc1cc(C(C[N+](=O)[O-])c2c(N)n(C)c(=O)n(C)c2=O)ccc1O (centres undefined)	-9	10	-6	-5	105	0.9	-2	109	-0.2	6
CCOC(=O)c1ccc(-n2c(O)c(/C=N/NC(=O)C3COc4ccccc4O3)c3ccccc3c2=O)cc1 (centres undefined)	1	17	18	-9	88	0.8	10	99	-0.5	-4
COc1ccc(-n2c(SCc3cn4c(C)cccc4n3)nc3ccccc3c2=O)cc1OC	23	28	2	-7	104	0.7	16	78	-0.1	-6
COc1ccc(CN2CCCC(C(=O)c3cccc(C(F)(F)F)c3)C2)cc1O (centres undefined)	7	1	-4	-1	104	1	1	94	-0.2	3
COc1cccc(/C=N/NC(=O)C(=O)N/N=C/c2cccc(OC)c2OC)c1OC	7	3	5	-2	99	1	-4	94	0.0	-5
CCC(=O)n1nc(-c2ccc(Cl)cc2)nc1NCc1ccccc1	-10	20	5	-11	103	0.8	1	109	0.1	-2
CCOC(=O)N1CCN(C(=O)CN(C2CCCCC2)S(=O)(=O)c2ccc(F)cc2)CC1	-2	4	-7	1	106	1	15	106	0.1	6
CCOCCn1c(C(C)O)nc2ccccc21 (centres undefined)	-4	-5	3	3	100	1	12	109	0.1	13
COc1ccc2cc(CN(Cc3cccnc3)S(=O)(=O)c3ccccc3)c(=O)[nH]c2c1	-5	24	4	5	99	0.8	8	105	-0.3	14
COc1cccc(-c2cnc(OC(C)(C)C)nc2OC(C)(C)C)c1	1	13	8	-7	100	0.9	-8	99	-0.4	4
CCn1c(SCC(=O)N/N=C/C=C/c2ccco2)nnc1-c1ccccc1	-3	37	1	-5	102	0.6	15	103	-0.1	-1
C#CCCCc1nc2ccccc2c(=O)n1N	-4	4	9	-4	96	1	2	104	-0.1	12
O=C(CCc1ccccc1)N1CCN(c2ccc(Cl)cc2)CC1	-3	23	-4	3	102	0.8	-3	103	-0.5	2
CCOC(=O)C1=C(O)/C(=C/c2ccc(OCC(=O)O)c(OC)c2)SC1=Nc1ccc(OCC)cc1	7	14	4	-2	96	0.9	19	93	-0.3	-2

Retrieved by compound from above:
SMILES	STAT1 inh	Diaphorase inh	STAT3 inh	TLR4 MyD88 comp	STAT3 act	Diaph act CS	APP 5UTR inh	STAT1 act	Hsp70 activator	G6PDH CS
CCn1c(SCC(=O)N/N=C/C=C/c2ccco2)nnc1-c1ccccc1	-3	37	1	-5	102	0.6	15	103	-0.1	-1
O=C(CCc1ccccc1)N1CCN(c2ccc(Cl)cc2)CC1	-3	23	-4	3	102	0.8	-3	103	-0.5	2

The results go on.
SMILES	STAT1 inh	Diaphorase inh	STAT3 inh	TLR4 MyD88 comp	STAT3 act	Diaph act CS	APP 5UTR inh	STAT1 act	Hsp70 activator	G6PDH CS
O=C(CSc1ccc(-c2ccncc2)nn1)N1CCCC1	8	3	5	4	99	1	-20	91	-0.3	2
COc1ccccc1N1CCN(Cc2ccco2)CC1	0	15	3	11	101	0.9	8	100	0.1	0
COc1ccc2nc(NCCO)[nH]c2c1	-4	3	5	-8	98	1	2	104	0.4	3
NC1=CC(=O)c2cccc3cccc1c23	22	63*	-14	1	115	0.4	7	80	-0.3	22
c1ccc(-c2nc(C3CCCCC3)no2)cc1	-21	11	-9	-11	111	0.9	-19	119	-0.1	4
COc1ccc(N2C(=O)C3C(c4ccc(OC)cc4O)NC(Cc4ccccc4)(C(=O)O)C3C2=O)cc1 (centres undefined)	2	7	3	-10	99	0.9	-6	99	0.3	2
CCCCN(CC(=O)NCc1ccc(F)cc1)C(=O)c1ccco1	1	-8	5	-5	100	1.1	-3	98	-0.2	8
Oc1ccc(/C=N/Nc2cc(N3CCOCC3)nc(N3CCOCC3)n2)cc1O	-6	64*	7	-4	98	0.4	11	105	-0.3	37
CN(CC(=O)Nc1cccc2ccccc12)c1ccc(S(=O)(=O)N2CCOCC2)cn1	-7	18	10	6	98	0.8	6	106	-0.3	4
CC(=O)c1c(C)nc(-c2cccc([N+](=O)[O-])c2)n1O	-7	19	-3	16	107	0.8	-11	104	-0.5	3
Cc1nnsc1SCC(=O)O	3	33	14	7	97	0.7	-1	97	0.2	4
CC1CCc2c(sc3ncnc(NCc4cccnc4)c23)C1 (centres undefined)	-7	11	-23	-19	121	0.9	-4	106	0.0	3
CC(C)NC(=O)NC(=O)COC(=O)c1ccc(OC(F)(F)F)cc1	2	23	0	-2	100	0.8	15	98	-0.1	9
Cc1ccc(OCCC(=O)Nc2ccc(F)c(Cl)c2)cc1	-3	22	1	-4	98	0.8	6	102	0.0	-14
O=C(c1ccc([N+](=O)[O-])cc1)N(C1=NCCCCS1)c1ccccc1	-4	17	-3	2	103	0.8	-2	104	-0.1	-3
CCOC(=O)Cc1csc(N/C(=N/S(=O)(=O)c2cc(Br)ccc2OCC)c2ccccc2)n1	-10	22	3	0	100	0.8	-10	109	-0.5	5
Cc1cc(O)ccc1N=Cc1c(C(F)(F)F)[nH][nH]c1=O	4	26	9	10	98	0.7	-10	96	1.4	27
CCCCn1c(Nc2ccccc2)nc2ccccc21	1	13	-8	11	104	0.9	-20	99	-0.3	7
COc1cc2c(cc1OC)C(C(=O)NCCN1CCOCC1)C1c3ccccc3CCN1C2=O (centres undefined)	7	5	2	4	100	0.9	2	94	0.0	-3
CSc1ccccc1C(=O)NCCOc1cccc(C)c1	-8	13	3	-3	102	0.9	2	104	0.0	6
CC1CCCCN1Cc1ccc(N(C)C)cc1 (centres undefined)	4	11	4	5	106	0.9	10	97	0.2	2
CC(C)c1ccc(/C=C(/C#N)c2nnc(NC(=O)c3ccccc3)s2)cc1	-3	18	5	3	97	0.8	0	103	-0.4	-3
